CSN deneddyl inh – blocks human CSN-mediated cullin deneddylation. 0.38% of 360,000 active. Q92905. AID 651999. Purified CSN, SCF-Nedd8-OG deneddylation, fluorescence polarization. inhibition, % at 12.5 µM;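 active means pattern-corrected inhibition above about 35%, with an unprinted fluorescence ratio check between 0.5 and 1.5, limit read from the data, passing the limit was not always enough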;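 further: 0% = enzyme with substrate and 100% = substrate without enzyme; some results filed as inactive read as strong as hits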
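Assay system: purified human Csn5 enzyme expressed in HEK293T cells; Input: 0.24 nM Csn5 enzyme, final concentration; Reagent: 10 nM SCFSkp2-Nedd8OG; Compound dosing: 12.5 µM single point; Times: reaction 90 min, room temperature; Technique: fluorescence polarization readout.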
Rpn11 inh – Rpn11 (human) deubiquitinase inhibition; O00487; human 26S proteasome, Ub4-pepOG fluorescence polarization; 20S core pre-blocked with epoxomicin; calls only at 20 µM; 0.59% of 360,000 active; AID 588493;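 active means inhibition at 20 µM, scaled to each plate's controls, above about 33%, limit read from the data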
Target sequence (O00487 whole entry, looked up): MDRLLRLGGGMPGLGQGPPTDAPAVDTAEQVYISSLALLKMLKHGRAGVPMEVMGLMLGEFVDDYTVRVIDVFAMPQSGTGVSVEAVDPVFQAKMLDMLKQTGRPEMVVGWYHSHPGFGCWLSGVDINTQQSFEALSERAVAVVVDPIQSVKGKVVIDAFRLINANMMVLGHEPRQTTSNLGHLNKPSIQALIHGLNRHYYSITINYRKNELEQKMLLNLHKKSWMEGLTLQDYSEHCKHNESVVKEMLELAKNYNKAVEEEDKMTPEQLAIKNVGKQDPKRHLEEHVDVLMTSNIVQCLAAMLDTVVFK
DNMT1 inh – blocks human DNA methyltransferase DNMT1; DNMT1 molecular beacon, Hinp1I cleavage, fluorescence; inhibition (reported as % activation of signal), % at 10 µM; 0.83% of 360,000 active; in the data active means inhibition above about 50%
LMPTP inh – blocks human LMPTP phosphatase; AID 651560; 0.22% of 360,000 active; inhibition, % at 20 µM; recombinant LMPTP-A, OMFP fluorogenic substrate, fluorescence intensity; P24666;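 active means compounds that cut the enzyme signal by at least half of the control window in the single-dose screen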;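 further: plate controls were DMSO wells with enzyme plus substrate for no effect and substrate without enzyme for full effect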
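Test system: LMPTP-A phosphatase enzyme; input: 0.625 nM LMPTP-A final; reagent: OMFP substrate, 400 µM final; compound dosing: 20 µM single dose, 3% DMSO; incubation: 50 min dark incubation at room temperature; measured by: endpoint fluorescence intensity from OMFP dephosphorylation; measure: % inhibition relative to no-enzyme and uninhibited control wells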
Scp1 inh – inhibitors of human Scp-1 phosphatase; Q9GZU7; 0.88% of 340,000 active; Recombinant Scp1, phosphopeptide, malachite green phosphate absorbance; AID 493091; inhibition, % at 20 µM;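 active means inhibition above about 50% at 20 µM, limit read from the data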;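 further: plate controls were DMSO wells with enzyme for no effect and wells lacking enzyme for full effect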
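Incubation: 45 min enzyme reaction at room temperature / System: truncated SCP-1 phosphatase (76-261aa) / Reagent: Phospho 17-mer peptide substrate / Buffer or medium: Acidic Tris acetate buffer with magnesium and detergent / Signal: absorbance at 630 nm / Doses: one concentration, 20 µM, with 1.0% DMSO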
NadD inh – inhibitors of Staphylococcus aureus NadD; purified NadD enzyme, colorimetric absorbance read-out; inhibition, % at 20 µM; 0.78% of 360,000 active; in the data active means inhibition above about 26%; further: some compounds past the cut are filed as inactive
STEP inh – STEP (human) phosphatase inhibition; inhibition, % at 20 µM; recombinant STEP, OMFP fluorogenic substrate, fluorescence; 0.25% of 360,000 active; P54829; AID 588621;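 active means inhibition at 20 µM, scaled per plate between control wells, above about 37%, limit read from the data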;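 further: 0% = DMSO with enzyme and substrate and 100% = substrate only without enzyme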
Target sequence (P54829 whole entry, looked up): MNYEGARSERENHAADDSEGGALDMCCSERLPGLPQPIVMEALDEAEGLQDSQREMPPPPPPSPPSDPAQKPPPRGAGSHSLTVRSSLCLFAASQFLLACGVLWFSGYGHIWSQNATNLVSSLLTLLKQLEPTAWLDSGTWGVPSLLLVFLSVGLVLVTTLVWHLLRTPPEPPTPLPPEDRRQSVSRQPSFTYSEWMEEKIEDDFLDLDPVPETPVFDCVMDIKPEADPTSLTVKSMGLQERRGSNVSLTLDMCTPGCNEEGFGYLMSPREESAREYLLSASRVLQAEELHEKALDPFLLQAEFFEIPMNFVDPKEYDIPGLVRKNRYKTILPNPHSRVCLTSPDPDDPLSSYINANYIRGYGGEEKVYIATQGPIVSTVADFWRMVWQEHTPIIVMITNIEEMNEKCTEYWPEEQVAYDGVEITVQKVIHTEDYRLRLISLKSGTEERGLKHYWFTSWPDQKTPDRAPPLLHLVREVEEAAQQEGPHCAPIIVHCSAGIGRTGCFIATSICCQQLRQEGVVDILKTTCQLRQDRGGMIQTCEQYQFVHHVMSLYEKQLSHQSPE
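Also added – OMFP at 25 µM · Test system – STEP tyrosine phosphatase · Technique – FITC-channel fluorescence of OMFP product · Schedule – 20 min at room temperature, dark · Evaluation – control-normalized % inhibition with plate pattern correction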
SUMO1-SIM PPI – alters human SUMO1 binding to SIM partners | P63165 | SUMO1 binding to a labelled peptide, TR-FRET, 1 h | inhibition, % at 20 µM | 0.33% of 360,000 active | AID 602429; in the data active means inhibition above about 37%
Target sequence (P63165 whole entry, looked up): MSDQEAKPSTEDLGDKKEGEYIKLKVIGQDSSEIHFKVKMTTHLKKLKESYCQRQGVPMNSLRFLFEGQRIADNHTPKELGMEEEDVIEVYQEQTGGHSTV
Tb MetRS inh – blocks T. brucei methionyl-tRNA synthetase activity | purified T. brucei MetRS, ATP depletion, Kinase-Glo luminescence | inhibition, % at 11.9 µM | 0.4% of 360,000 active;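 active means inhibition above a per-plate cutoff of the control wells' mean inhibition plus 3 SD, cut at about 5.5% in these data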;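 further: 0% = DMSO wells median and 100% = median of wells with control inhibitor compound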
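System: purified T. brucei MetRS enzyme / Detection: Kinase-Glo luciferase luminescence reporting remaining unconsumed ATP / Medium: HEPES buffer with MgCl2, KCl, DTT, spermine, BSA, pyrophosphatase / Replication: singlicate, one well per compound / Evaluation: percent inhibition relative to median high and low control wells / Schedule: 2 h aminoacylation at 25 °C after 15 min preincubation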
MLLE-PAM2 inh – inhibitors of microRNA-mediated deadenylation, human PABP1 MLLE binding. 0.36% of 360,000 active. inhibition, % at 20 µM. P11940. AID 588489. GST-MLLE / FITC-PAM2 fluorescence polarization; in the data active means inhibition above about 35%, passing the limit was not always enough;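 further: plate controls were DMSO wells with GST-MLLE for no effect and wells lacking GST-MLLE protein for full effect; some results filed as inactive read as strong as hits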
The depositor's hits bear a star; i = inactive; . = no result given. Compounds as they come; 3.6% or so of the library scored in one or more.

Values run as follows: CSN deneddyl inh, Rpn11 inh, DNMT1 inh, LMPTP inh, Scp1 inh, NadD inh, STEP inh, SUMO1-SIM PPI, Tb MetRS inh, MLLE-PAM2 inh
[1] CC(OC(=O)c1ccccc1C(=O)N(C)C1CCCCC1)C(=O)NC1(C#N)CCCCC1 (stereo not drawn)
  0, i, -1, -1.4, -3, -3, 1, 1, -0.6, -3
[2] COc1ccc(-n2ncc3c(N4CCN(c5cc(C)ccc5C)CC4)ncnc32)cc1
  -5, i, 26, -0.4, 22, 1, 9, 0, -0.7, -2
[3] CC(C)CC(=O)N1CCN(C(=O)c2ccc(-c3ccccc3)cc2)CC1
  2, i, 0, 0.2, -5, 3, 0, -3, 0.6, 1
[4] Cc1cc(C)c(CN2CCN(C(=O)Cn3ccc(N)nc3=O)CC2)c(C)c1
  1, i, 2, 2.4, 0, 1, 2, 3, -0.5, -2
[5] COc1ccccc1NC(=S)NNC(=S)Nc1ccc(OC(F)F)cc1
  -3, i, -17, 3.7, 0, 2, 0, -3, -0.1, 15
[6] COC(=O)C(Cc1ccccc1)NC(=O)CCC(=O)NC(C)CCc1ccccc1 (stereo not drawn)
  -6, i, 2, 0.6, 9, -2, 0, 8, 0.0, 0
[7] O=C(CCN1CCc2ccccc2C1)Nc1ccccc1
  -1, i, -4, -0.6, 1, -3, 1, -7, -1.3, 1
[8] O=c1cc(-c2ccccc2)nc2cc(-c3ccco3)[nH]n12
  6, i, 0, 1.1, -8, -2, -2, 6, -1.6, 7
[9] O=S(=O)(Nc1ccc2cn[nH]c2c1)c1cc(Br)ccc1Br
  10, i, 0, -0.1, 7, 0, -2, 8, 0.3, -1
[10] Cc1sc2ncn(CC(=O)NCC3COc4ccccc4O3)c(=O)c2c1S(=O)(=O)N1CCOCC1 (stereo not drawn)
  -1, i, 5, -0.7, -7, 7, -1, 0, -0.6, -4
[11] O=C(CNC(=O)c1cn2ccccc2n1)Nc1ccc(F)c(F)c1
  -3, i, 2, -0.6, 4, 0, -1, 0, -0.4, -13
[12] C[C@@]12C(=O)N(CC3CC3)CC(=O)N1[C@H](/C=C/c1ccccc1)[C@@H]1C(=O)N(c3ccccc3)C(=O)[C@@H]12
  -2, i, -2, -3.0, -4, 2, -4, 2, -0.3, 8
[13] CCOC(=O)c1ccc(NC(=O)CCc2ccc(C)o2)cc1
  5, i, -7, -1.7, -12, -4, 0, 2, -0.8, -14
[14] CCn1c(/C=N/n2cnnc2)nc2ccccc21
  -3, i, 3, 0.0, -4, -6, 2, -6, -1.1, 18
[15] COC(=O)C1CSC(C(=O)OC)N1C(=O)CN1CCN(c2ccc(OC)cc2)CC1 (stereo not drawn)
  4, i, -3, -1.3, -7, -2, 2, 1, 0.1, 2

The final 2 records of the part before lead into the next.
Values run as follows: CSN deneddyl inh, Rpn11 inh, DNMT1 inh, LMPTP inh, Scp1 inh, NadD inh, STEP inh, SUMO1-SIM PPI, Tb MetRS inh, MLLE-PAM2 inh
[14] CCn1c(/C=N/n2cnnc2)nc2ccccc21
  -3, i, 3, 0.0, -4, -6, 2, -6, -1.1, 18
[15] COC(=O)C1CSC(C(=O)OC)N1C(=O)CN1CCN(c2ccc(OC)cc2)CC1 (stereo not drawn)
  4, i, -3, -1.3, -7, -2, 2, 1, 0.1, 2
[16] Clc1cccc(-c2cc3nc4c(c(NCc5ccco5)n3n2)CCCC4)c1
  4, i, -6, 9.8, 9, 0, 1, 0, -0.2, -9
[17] O=C(Nc1ccccc1OC(F)F)c1ccc(N2CCCC2=O)cc1
  0, i, 2, 0.7, ., -2, 9, 1, 0.3, -5
[18] O=C(NCc1ccccc1)C(=O)NCC1CCCN1S(=O)(=O)c1cccs1 (stereo not drawn)
  -2, i, -2, -0.5, -1, 0, -3, 0, 0.2, -3
[19] O=C(CSc1ncccn1)c1ccccc1Br
  3, i, -1, 0.6, 0, 2, 0, 2, -0.4, 24
[20] CCOC(=O)c1c(C)c(C)n(Cc2cccc(OC)c2OC)c1C
  -4, i, 7, 1.5, -10, -7, 2, -4, 0.1, 0
[21] O=C1CSC(c2cccnc2)N1Cc1ccc(Cl)cc1Cl (stereo not drawn)
  -3, i, 2, -1.8, -17, -1, 1, 3, 0.8, 14
[22] COc1ccc(Cl)cc1C(=O)Nc1ccc(S(=O)(=O)N2CCCC2)cc1
  0, i, 20, -0.6, -1, -1, -1, -3, -0.6, -5
[23] COc1ccc(C)cc1NC(=O)NNC(=O)C(C)Oc1ccc([N+](=O)[O-])cc1 (stereo not drawn)
  -4, i, -2, 5.7, -8, -1, 0, -19, -0.4, -9
[24] Cc1ccc2cc(C(c3nnnn3C3CCCC3)N(Cc3cccnc3)Cc3ccco3)c(=O)[nH]c2c1 (stereo not drawn)
  4, i, -8, -1.4, 22, 9, 3, -12, -0.1, 4
[25] Cc1cc(C)cc(N2CC(C(=O)OCC(=O)Nc3cc(C)on3)CC2=O)c1 (stereo not drawn)
  3, i, 2, -1.2, -5, -6, -1, 1, -0.2, 18
[26] CCOC(=O)C1=C(C)NC(=O)CC1c1cc2c(cc1Br)OCO2 (stereo not drawn)
  0, i, 0, -1.9, -2, 5, 3, 2, -0.4, -17
[27] C=CCOc1ccc(/C=C/C(=O)OC(C)C(=O)Nc2ccc(NC(C)=O)cc2)cc1 (stereo not drawn)
  -2, i, -3, -0.8, -3, -5, 0, 2, -0.3, -10
[28] COCCN(CC(=O)Nc1cccc(C)c1C)C(=O)Cn1c(=O)cnc2ccccc21
  2, i, 1, -0.5, -6, -3, 2, 5, -0.2, -4
[29] c1ccc(-c2cncn2-c2ccccc2)cc1
  -3, i, 4, 0.3, -2, -1, -1, 2, -0.2, 3
[30] Cn1c(SCC(=O)c2ccc(F)cc2)nc2cccnc21
  1, i, 6, 0.7, -5, 2, 3, 1, -0.5, 14
[31] CCN1C[C@@H]2[C@@H]3C(=O)N(Cc4ccccc4)C(=O)[C@@H]3[C@](Cc3ccccc3)(C1=O)N2C(=O)c1ccccc1
  -1, i, -2, 1.0, 3, 3, -1, 5, 0.0, 13
[32] CCCC(C)C(=O)Nc1ccc(Cl)cc1Cl (stereo not drawn)
  -1, i, 0, -1.8, -13, -6, 2, 1, -0.6, 8
[33] COc1ccccc1N1CCN(C(=O)c2cc3c(=O)n4cccc(C)c4nc3s2)CC1
  8, i, 0, 1.4, 1, 1, 0, -27, -0.1, 5
[34] CCCNC(=O)Cn1c(=O)cnc2ccccc21
  -3, i, 2, -0.8, 0, 3, -1, -5, -1.7, -12
[35] CCC(C)NC(=O)Cn1c(=O)n(-c2ccc(OC)cc2)c(=O)c2ccc(C(=O)NCc3ccc(C)cc3)cc21 (stereo not drawn)
  0, i, 27, -4.6, -3, 3, -7, 3, -1.6, -2
[36] Cn1ncc(N=Cc2ccccc2O)c1C(=O)N1CCOCC1
  2, i, 7, -2.5, 0, 4, -3, 0, 0.5, -11
[37] COc1ccc(-c2ccc(OC)cc2C(=O)O)cc1
  0, i, 2, -2.9, -7, 0, 0, 2, -0.3, 11
[38] Cc1ccccc1C(=O)NC(=S)Nc1ccc(Cc2ccncc2)cc1
  0, i, -14, 1.7, -5, 5, 3, -1, 0.1, 25
[39] O=C(O)c1ccc(-c2ccc(-c3ccccc3)cc2)s1
  5, i, 22, 5.3, ., 13, 24, -11, -0.1, 4
[40] Cc1cccc(C)c1NC(=O)CN(C)C(=O)CC1OC(=O)c2ccccc21 (stereo not drawn)
  4, i, -6, -1.4, -7, -4, -1, 1, -0.6, 3

Gathered by group: the entries above containing an aryl methoxy group.
Values run as follows: CSN deneddyl inh, Rpn11 inh, DNMT1 inh, LMPTP inh, Scp1 inh, NadD inh, STEP inh, SUMO1-SIM PPI, Tb MetRS inh, MLLE-PAM2 inh
[2] COc1ccc(-n2ncc3c(N4CCN(c5cc(C)ccc5C)CC4)ncnc32)cc1
  -5, i, 26, -0.4, 22, 1, 9, 0, -0.7, -2
[5] COc1ccccc1NC(=S)NNC(=S)Nc1ccc(OC(F)F)cc1
  -3, i, -17, 3.7, 0, 2, 0, -3, -0.1, 15
[15] COC(=O)C1CSC(C(=O)OC)N1C(=O)CN1CCN(c2ccc(OC)cc2)CC1 (stereo not drawn)
  4, i, -3, -1.3, -7, -2, 2, 1, 0.1, 2
[20] CCOC(=O)c1c(C)c(C)n(Cc2cccc(OC)c2OC)c1C
  -4, i, 7, 1.5, -10, -7, 2, -4, 0.1, 0
[22] COc1ccc(Cl)cc1C(=O)Nc1ccc(S(=O)(=O)N2CCCC2)cc1
  0, i, 20, -0.6, -1, -1, -1, -3, -0.6, -5
[23] COc1ccc(C)cc1NC(=O)NNC(=O)C(C)Oc1ccc([N+](=O)[O-])cc1 (stereo not drawn)
  -4, i, -2, 5.7, -8, -1, 0, -19, -0.4, -9
[33] COc1ccccc1N1CCN(C(=O)c2cc3c(=O)n4cccc(C)c4nc3s2)CC1
  8, i, 0, 1.4, 1, 1, 0, -27, -0.1, 5
[35] CCC(C)NC(=O)Cn1c(=O)n(-c2ccc(OC)cc2)c(=O)c2ccc(C(=O)NCc3ccc(C)cc3)cc21 (stereo not drawn)
  0, i, 27, -4.6, -3, 3, -7, 3, -1.6, -2
[37] COc1ccc(-c2ccc(OC)cc2C(=O)O)cc1
  0, i, 2, -2.9, -7, 0, 0, 2, -0.3, 11

From PubChem BioAssay
